# Bioassay records (PubChem)
# DDE Tn7 FP inh = inhibitors of Tn7 peptide binding to fibrin DD(E), primary screen, biochemical, fluorescence polarization, human fibrin, Tn7 probe; Fibrinogen beta chain (Homo sapiens), P02675; FP displacement of FITC-Tn7 peptide from fibrin DD(E); 0% = median of compound wells per plate; inhibition, % at 8.3 µM; 0.13% of 370,000 active; AID 720508, 2013;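 active = inhibition above the mean of compounds falling within the control limits plus 3 SD of them, cut at about 14% in these data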;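 note: 0% = plate median of compound wells and 100% = 10 µM Aha-Tn7 peptide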
# Target sequence (P02675 whole entry, looked up): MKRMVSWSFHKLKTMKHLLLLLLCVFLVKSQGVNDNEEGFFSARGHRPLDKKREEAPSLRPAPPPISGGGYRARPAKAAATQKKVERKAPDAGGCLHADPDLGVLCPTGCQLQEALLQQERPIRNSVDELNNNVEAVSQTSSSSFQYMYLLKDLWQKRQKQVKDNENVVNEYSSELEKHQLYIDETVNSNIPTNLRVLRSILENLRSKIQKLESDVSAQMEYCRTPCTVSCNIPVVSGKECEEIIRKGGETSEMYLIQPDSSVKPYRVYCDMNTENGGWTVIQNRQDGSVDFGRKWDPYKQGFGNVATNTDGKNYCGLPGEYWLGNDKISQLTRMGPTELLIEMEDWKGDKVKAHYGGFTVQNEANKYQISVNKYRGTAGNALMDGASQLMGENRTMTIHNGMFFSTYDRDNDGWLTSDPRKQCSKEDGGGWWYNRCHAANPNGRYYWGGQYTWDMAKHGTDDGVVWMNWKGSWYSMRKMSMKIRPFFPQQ
#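 Assay system: human fibrin DD(E) protein / Input: 2 µM fibrin DD(E) / Benchmarks: high control of 10 µM Aha-Tn7 peptide / Measured by: fluorescence polarization of the labelled Tn7 tracer / Medium: Tris buffer with calcium and detergent, pH 7.8 / Timing: 10 min compound pre-incubation, 3 h probe incubation at room temperature / Repeats: one replicate per compound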
# DDE Tn6 FP inh = inhibitors of Tn6 peptide binding to fibrin DD(E), primary screen, biochemical, fluorescence polarization, human fibrin, Tn6 probe | 0.21% of 370,000 active | AID 720509, 2013 | inhibition, % at 8.3 µM | Fibrin DD(E) TRITC-Tn6 fluorescence polarization displacement | Fibrinogen beta chain (Homo sapiens), P02675;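 active = inhibition above a per-campaign cutoff: mean of compounds within control limits plus 3 SD, cut at about 15% in these data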;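 note: 0% = median of all compound wells on the plate and 100% = blocking peptide control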
# UHRF1 binding = UHRF1 methylated DNA binding inhibitors, primary screen, counter-screen for MBD2 inhibitor project, biochemical, TR-FRET, human UHRF1, single concentration. E3 ubiquitin-protein ligase UHRF1 (Homo sapiens), Q96T88. UHRF1 binding to methylated oligo. inhibition, % at 4.4 µM. 0.75% of 370,000 active; in the data active = inhibition above about 21%;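 note: UHRF1 SRA domain binding a hemimethylated CpG hairpin DNA probe; 0% = median of test compound wells and 100% = reference inhibitor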
# MBD2 DNA inh = inhibitors of MBD2 binding to methylated DNA, primary screen, biochemical, TR-FRET, DNA-binding domain, human; MBD2 binding to methylated oligonucleotide; inhibition, % at 4.4 µM; 0.31% of 370,000 active; Methyl-CpG-binding domain protein 2 (Homo sapiens), Q9UBB5; AID 686964, 2013; in the data active = inhibition above about 13%
# PRMT1 inh = PRMT1 methyltransferase inhibitors, primary screen, biochemical, fluorescence polarization; AID 652257, 2013; recombinant PRMT1, activity-based probe fluorescence polarization; Protein arginine N-methyltransferase 1 (Homo sapiens), Q99873; inhibition, % at 2.79 µM; 1.3% of 370,000 active;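 active = inhibition above about 21% made by adding two undisclosed values, limit read from the data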
# Target sequence (Q99873 whole entry, looked up): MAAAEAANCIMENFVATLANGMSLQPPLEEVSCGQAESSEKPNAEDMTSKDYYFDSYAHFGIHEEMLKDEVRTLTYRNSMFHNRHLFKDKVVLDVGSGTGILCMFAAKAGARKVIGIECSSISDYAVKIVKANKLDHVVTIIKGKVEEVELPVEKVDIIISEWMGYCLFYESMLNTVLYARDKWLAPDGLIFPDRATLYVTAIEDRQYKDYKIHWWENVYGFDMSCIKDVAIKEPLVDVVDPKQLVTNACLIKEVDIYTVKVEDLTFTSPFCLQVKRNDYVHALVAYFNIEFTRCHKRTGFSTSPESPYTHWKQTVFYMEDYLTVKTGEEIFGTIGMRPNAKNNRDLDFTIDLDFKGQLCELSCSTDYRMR
# TDP2 inh = human TDP2 enzyme inhibitors, primary screen, biochemical, epi absorbance, recombinant enzyme; T5PNP hydrolysis, p-nitrophenol absorbance 415 nm; inhibition, % at 12.8 µM; 0.34% of 370,000 active; Tyrosyl-DNA phosphodiesterase 2 (Homo sapiens), O95551;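 active = inhibition above the mean of all tested compounds plus 3 SD, set per campaign, cut at about 25% in these data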;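 note: 0% = DMSO with enzyme and 100% = buffer with substrate but no TDP2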
#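 Test system: Human TDP2 enzyme | Reagent: 5 mM T5PNP | Compound dosing: 12.8 µM single point, 1% DMSO | Incubation: Enzyme reaction with compound for 2 h at 37 °C | Technique: p-Nitrophenol epi absorbance | Read-out: % inhibition relative to enzyme-containing and enzyme-free wells | Benchmarks: High control without enzyme, low control DMSO plus TDP2 | Replicates: Singlicate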
# SIAE primary = human SIAE inhibitors, primary screen, biochemical, fluorescence polarization, FP-Rh probe, 1536-well HTS; SIAE FP-Rh probe binding; inhibition, % at 9.66 µM; 0.69% of 370,000 active; AID 1053197, 2014;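 active = inhibition above a cutoff: mean of compounds within the control limits plus 3 SD of those, cut at about 17% in these data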;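 note: 0% = plate median of compound wells and 100% = probe without SIAE protein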
# LEDGF integ inh = blockers of LEDGF/p75-dependent integrase strand transfer – biochemical, TR-FRET, high throughput, primary screen; HIV-1 integrase (with human LEDGF/p75); TR-FRET IN-LEDGF/p75 DNA integration, Eu/Cy5; inhibition, % at 3.7 µM; 0.64% of 370,000 active;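 active = inhibition above the screen-wide mean plus 3 SD, cut at about 13% in these data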;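 note: signal is the Cy5 over europium emission ratio at 671 and 618 nm; 0% = plate median of compound wells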
# TCR CD3 inh = inhibitors of human TCR-CD3 interaction, primary screen, biochemical, fluorescence, TAMRA-labeled TCR probe. inhibition, % at 9.4 µM. 0.37% of 360,000 active; in the data active = inhibition above about 19%;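 note: recombinant mutant TCR 2C K166C tagged with TAMRA read by polarization; 0% = receptor in buffer alone and 100% = receptor with positive control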
# KLK7 zymogen act = proKLK7 zymogen activators, primary screen, biochemical, fluorescence intensity | purified proKLK7, EDANS-DABCYL substrate fluorescence; 100% is mature enzyme control, 0% vehicle | activation, % at 7 µM | AID 652039, 2013 | 0.9% of 370,000 active;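 active = activation above the mean of all tested compounds plus 3 SD, computed per campaign excluding outliers beyond control limits, cut at about 13% in these data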
# * marks the source's active call; other numbers are inactive results.
canonical_smiles,MBD2 DNA inh,SIAE primary,TDP2 inh,LEDGF integ inh,UHRF1 binding,TCR CD3 inh,PRMT1 inh,DDE Tn7 FP inh,DDE Tn6 FP inh,KLK7 zymogen act
Cc1ccc(C(CC(=O)N2CCOCC2)c2ccco2)cc1 (stereo unspecified),2,2,-13,-1,7,3,3,5,2,0.4
CC(=O)c1ccc(N2CCN(C(=O)C3CCCN(c4ncnc5c4nc4n5CCCCC4)C3)CC2)cc1 (stereo unspecified),-2,3,19,1,-1,3,-7,3,1,1.2
CC(=O)n1nc(-c2ccc(C)cc2)nc1NCc1ccc(F)cc1,3,-2,-6,0,16,6,-4,6,3,0.3
CCOc1ccc(NC(=O)CN(C)S(=O)(=O)c2cccs2)cc1,1,0,-4,-2,4,-1,0,-9,3,-0.6
N#CC1(c2ccccc2)CCC(NCCc2ccccc2)CC1 (stereo unspecified),3,0,11,-1,1,2,-1,6,8,-0.1
O=S(=O)(CCS(=O)(=O)c1ccccc1)c1ccccc1,-3,-3,6,-1,0,8,-3,-2,-3,0.0
COc1ccc(N2CC(C(=O)OCC(=O)c3cccc(OC)c3)CC2=O)cc1 (stereo unspecified),-1,7,4,-2,0,-2,2,-2,4,0.4
Cc1cccc(N2CCN(C(=O)c3ccc(CS(=O)Cc4ccc(Cl)cc4)o3)CC2)c1C (stereo unspecified),-2,-4,-20,-1,1,4,-2,-10,6,0.1
CSc1sc(C(=O)NCC2CC2)cc1S(=O)(=O)C(C)C,-6,3,-14,1,2,-10,-7,-6,2,-0.3
CSc1nsc(NC(=O)OCc2ccc(Cl)cc2)n1,0,-6,-2,-1,3,-4,4,6,-4,0.3
COC(=O)c1sccc1NC(=O)CN(C)NS(=O)(=O)c1ccc(F)cc1,-4,9,-6,3,-4,-5,10,11,1,0.8
Cc1nc(C(F)(F)F)ccc1C(=O)N1CCCC(C)(C(=O)O)C1 (stereo unspecified),0,-4,3,-1,-1,1,1,-2,4,-0.1

canonical_smiles,MBD2 DNA inh,SIAE primary,TDP2 inh,LEDGF integ inh,UHRF1 binding,TCR CD3 inh,PRMT1 inh,DDE Tn7 FP inh,DDE Tn6 FP inh,KLK7 zymogen act
Cc1nc(NC(=O)/C=C/c2ccccc2)sc1C(=O)N(C)C,2,1,-4,-8,3,-4,0,1,4,0.1
COc1ccc(CCC(=O)NCc2ccccc2OC)cc1,0,-8,2,-4,2,-5,-3,-6,-10,0.3
Cc1ccc(C)c(NC(=O)C2C3C=CC(O3)C2C(=O)O)c1 (stereo unspecified),1,-2,-5,-5,2,-10,79*,3,8,0.0
NC(=O)c1cc(C(N)=O)nc(Cl)n1,-1,7,17,4,-2,-3,-6,-3,-5,0.3
CC(=O)c1cn(CC(=O)NCC2CCCO2)c2ccccc12 (stereo unspecified),5,1,3,2,8,9,-1,-4,-1,-0.3
C[C@H]1CN([C@@H](C)CO)C(=O)Cc2cc(NC(=O)CCC(F)(F)F)ccc2O[C@H]1CN(C)S(C)(=O)=O,-6,-3,-8,-2,-3,8,-1,4,4,0.3
O=C(CCN1C(=O)C2C3CCC(C3)C2C1=O)Nc1ccccc1Cl (stereo unspecified),-7,-3,-11,4,-1,9,-5,3,5,0.2
CC(=O)Nc1ccc(NC(=O)C(=O)NCC(c2ccco2)N2CCc3ccccc3C2)cc1 (stereo unspecified),2,-10,-2,3,-3,-2,1,-7,-4,-0.4
COc1ccc(-c2csc(NC(=S)NC(=O)c3cc4ccccc4o3)n2)cc1Br,-5,1,4,1,-2,10,-1,5,-2,-0.7
CC1CCCN(CCCNC(=O)c2cn(C)c3ccc(S(=O)(=O)N(C)C4CCCCC4)cc3c2=O)C1 (stereo unspecified),1,2,-8,4,-1,4,-1,-4,7,0.1
CCN1CCN(c2nc3c(c(=O)n(C)c(=O)n3C)n2CCSc2nccc(C)n2)CC1,3,4,5,2,-3,1,-3,12,-2,-0.4
Nc1[nH]c(C(=O)c2ccc(Br)cc2)c(-c2ccc(Cl)cc2)c1C(=O)NCCc1c[nH]c2ccccc12,3,-2,2,-2,-1,0,-2,0,-7,-0.4

canonical_smiles,MBD2 DNA inh,SIAE primary,TDP2 inh,LEDGF integ inh,UHRF1 binding,TCR CD3 inh,PRMT1 inh,DDE Tn7 FP inh,DDE Tn6 FP inh,KLK7 zymogen act
CC(OC(=O)Cn1[nH]c(=O)c2ccccc2c1=O)C(=O)Nc1ccccc1[N+](=O)[O-] (stereo unspecified),2,-2,-12,-4,5,-6,5,1,-2,-0.8
COc1ccc(C(=O)NNC(=O)c2cc3ccccc3cc2O)cc1,-2,4,8,-9,0,32*,3,13,-3,-8.0
Cc1ccc(S(=O)(=O)c2ccc(NN)cc2)cc1,0,11,-15,1,-2,6,3,-4,1,-0.2
Cn1c(CCC(N)=O)nnc1SCC(=O)Nc1cc(S(=O)(=O)N2CCCC2)ccc1Cl,-5,-5,-7,-1,-2,5,0,2,4,-0.3
COc1ccc(NC(=O)c2oc3ccccc3c2NC(=O)C2CCCO2)cc1OC (stereo unspecified),0,-5,-1,-2,-1,1,1,7,-7,0.7
CC(C)[C@H](NC(=O)CCCn1nnc2ccccc2c1=O)C(=O)O,7,-1,-1,-1,-1,5,-6,-2,5,-0.4
CCOC(=O)c1cnc2c(ccc3ccccc32)c1NCCO,3,-8,-1,-1,-2,-1,-3,5,-5,0.0
COc1ccc(CC(=O)OCC(=O)Nc2ncc(Cl)cc2Cl)cc1,-4,4,4,3,-1,-8,-1,3,-2,-0.4
Cc1ccc(NC(=O)CCN2CCN(C/C=C/c3ccccc3)CC2)cc1C,-1,1,5,1,-4,-3,0,-7,-6,0.1
COCCn1c(=N)c(C(=O)NCCc2ccc(OC)cc2)cc2c(=O)n3cccc(C)c3nc21,-11,-4,-17,2,0,-5,-1,3,-5,-1.1
Cc1cc(C)c(C)c(C(=O)C2OC(=O)C(C)(C)C(=O)C2(C)C)c1C (stereo unspecified),-2,-1,4,-2,1,3,-1,6,9,-0.3
COc1cccc(C2=CC(c3cccs3)n3nnnc3N2)c1 (stereo unspecified),1,-2,-1,-2,0,-3,9,-2,8,-0.9

canonical_smiles,MBD2 DNA inh,SIAE primary,TDP2 inh,LEDGF integ inh,UHRF1 binding,TCR CD3 inh,PRMT1 inh,DDE Tn7 FP inh,DDE Tn6 FP inh,KLK7 zymogen act
CN(CC(=O)O)S(=O)(=O)c1cccs1,2,-4,5,-2,-3,6,-1,-2,7,0.5
O=C(COC(=O)c1ccc(Br)o1)NCc1cccs1,4,4,12,4,3,-3,2,1,0,-0.3
CS(=O)(=O)N(Cc1ccc(C(=O)NCCSc2ccccn2)cc1)c1ccccc1,3,7,9,-1,-2,-3,0,-7,-2,-0.1
Cc1ccccc1OCCC(=O)Nc1cccc(S(=O)(=O)Nc2ccccc2Cl)c1,2,-27,1,-4,1,0,1,2,1,-0.9
O=C(NCc1ccco1)C1Cc2cc(Cl)ccc2O1 (stereo unspecified),-3,-7,3,0,0,5,0,3,4,0.3
Cc1ccccc1CNC(=O)CC1C(=O)NCCN1CC1CCCCC1 (stereo unspecified),-3,0,-1,4,-3,1,2,-6,10,0.6
O=C(/C=C/c1cccc(Cl)c1)OCC(=O)c1ccc[nH]1,2,0,-5,-1,3,1,4,2,-6,0.7
COc1ccc(-c2csc(NC(=O)c3cc(C)oc3C)n2)cc1OC,-5,-7,-2,0,-2,5,-1,7,7,-0.7
Cc1cccc(N=Cc2cc3c(cc2[N+](=O)[O-])OCO3)c1,-6,12,7,14*,-5,2,17,4,5,0.4
CCC(=O)Nc1ccc(NC(=O)CSc2nnnn2C2CCCC2)cc1C,2,0,4,-3,0,-5,1,3,-6,-0.2
CC(C)=CCOc1ccc2c(C)c(CC(=O)N3C[C@H]4C[C@@H](C3)c3cccc(=O)n3C4)c(=O)oc2c1C,0,5,2,3,35*,5,-5,1,-8,-16
CCCCOP(=O)(c1ccc(N(C)C)cc1)C(O)c1cc(OC)c(OC)c(OC)c1 (stereo unspecified),3,1,8,-2,3,-6,2,0,5,0.0
C=CCn1c(=O)c(C(=O)NCc2ccc3c(c2)OCO3)c(O)c2ccccc21,-6,-4,4,-3,0,5,2,0,-3,-0.5

# In the list so far, 6 contain an aryl thioether with sulfur outside any ring:
canonical_smiles,MBD2 DNA inh,SIAE primary,TDP2 inh,LEDGF integ inh,UHRF1 binding,TCR CD3 inh,PRMT1 inh,DDE Tn7 FP inh,DDE Tn6 FP inh,KLK7 zymogen act
CSc1sc(C(=O)NCC2CC2)cc1S(=O)(=O)C(C)C,-6,3,-14,1,2,-10,-7,-6,2,-0.3
CSc1nsc(NC(=O)OCc2ccc(Cl)cc2)n1,0,-6,-2,-1,3,-4,4,6,-4,0.3
CCN1CCN(c2nc3c(c(=O)n(C)c(=O)n3C)n2CCSc2nccc(C)n2)CC1,3,4,5,2,-3,1,-3,12,-2,-0.4
Cn1c(CCC(N)=O)nnc1SCC(=O)Nc1cc(S(=O)(=O)N2CCCC2)ccc1Cl,-5,-5,-7,-1,-2,5,0,2,4,-0.3
CS(=O)(=O)N(Cc1ccc(C(=O)NCCSc2ccccn2)cc1)c1ccccc1,3,7,9,-1,-2,-3,0,-7,-2,-0.1
CCC(=O)Nc1ccc(NC(=O)CSc2nnnn2C2CCCC2)cc1C,2,0,4,-3,0,-5,1,3,-6,-0.2

# Printed as active in TCR CD3 inh, of those listed so far:
SMILES,MBD2 DNA inh,SIAE primary,TDP2 inh,LEDGF integ inh,TCR CD3 inh,PRMT1 inh,DDE Tn7 FP inh,DDE Tn6 FP inh,KLK7 zymogen act
COc1ccc(C(=O)NNC(=O)c2cc3ccccc3cc2O)cc1,-2,4,8,-9,32*,3,13,-3,-8.0
